MC4R barr agon – MC4R agonists recruiting beta-arrestin, primary screen, cell-based, luminescence, agonist arm of biased-ligand search | Melanocortin receptor 4 (Homo sapiens), P32245 | U2OS MC4R beta-arrestin complementation; percent of melanotan II response, DMSO zero | activation, % at 8.9 µM | 360,000 compounds, 0.98% hits | AID 540308, 2011;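 active = activation above a per-plate cutoff, the mean activation of sample wells on that plate plus 3 SD, cut at about 8% in these data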
MC4R antagonist – MC4R antagonists of cAMP signaling, primary screen, cell-based, TR-FRET, antagonist arm of biased-ligand search | Melanocortin receptor 4 (Homo sapiens), P32245 | inhibition, % at 6.5 µM | MC4R-expressing cells, MTII-stimulated cAMP, LANCE TR-FRET | 360,000 compounds, 0.48% hits;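 active = inhibition above its plate's cutoff, the mean of tested wells on that plate plus 3 SD, cut at about 29% in these data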;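 also: 0% = Melanotan II alone and 100% = Melanotan II plus saturating MCL0020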
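System – human MC4R-expressing U2OS cells · Also added – Melanotan II · Dosing – one concentration, 6.5 µM nominal · Timing – 30-min compound, 1-h challenge, 1-h detection, room temperature · Measured by – Eu-cAMP/anti-cAMP TR-FRET, emission 671 nm · Replicates – singlicate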
HTR2A ag – mouse Htr2a agonists via beta-arrestin recruitment, primary screen, cell-based, luminescence | AID 624169, 2012 | CHO-K1 mHTR2A beta-arrestin complementation; percent of 30 µM serotonin response | 360,000 compounds, 0.66% hits | 5-hydroxytryptamine receptor 2A (Mus musculus), P35363 | activation, % at 7.6 µM;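 active = activation above a run cutoff, the mean activation of all tested compounds plus 3 SD, cut at about 14% in these data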;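 also: 0% = plate median of compound wells and 100% = 30 µM serotonin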
Target sequence (P35363 whole entry, looked up): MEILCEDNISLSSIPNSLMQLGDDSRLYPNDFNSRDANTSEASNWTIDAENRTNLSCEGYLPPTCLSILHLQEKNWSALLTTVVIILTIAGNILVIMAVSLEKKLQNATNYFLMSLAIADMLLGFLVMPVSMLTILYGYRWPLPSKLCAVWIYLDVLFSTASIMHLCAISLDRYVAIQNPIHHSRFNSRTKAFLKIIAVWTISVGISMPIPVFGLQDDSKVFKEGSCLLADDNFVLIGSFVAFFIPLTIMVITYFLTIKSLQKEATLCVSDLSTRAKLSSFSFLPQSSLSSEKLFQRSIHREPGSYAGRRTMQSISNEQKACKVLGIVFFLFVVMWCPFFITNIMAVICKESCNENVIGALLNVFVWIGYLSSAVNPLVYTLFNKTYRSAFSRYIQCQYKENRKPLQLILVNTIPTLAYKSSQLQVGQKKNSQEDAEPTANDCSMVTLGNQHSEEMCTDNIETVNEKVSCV
ABHD5 PLIN5 PPI – ABHD5-PLIN5 interaction inhibitors, primary screen, cell lysate, split luciferase complementation, luminescence | Split G. princeps luciferase complementation, 4 h | 360,000 compounds, 0.78% hits | inhibition, % at 4 µM | AID 602281, 2012;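 active = inhibition above the mean inhibition across every tested compound plus 3 SD, cut at about 22% in these data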;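 also: 0% = DMSO only wells and the 100% control is not disclosed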
Exocytosis inh – LAMP-1 surface exposure blockers, TALL-104 cells – cell-based, flow cytometry, MLPCN library, primary screen | inhibition, % at 10 µM | TALL-104 LAMP-1 surface exposure; cells stimulated with thapsigargin and PMA | 360,000 compounds, 0.66% hits;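 active = inhibition above about 55%, limit read from the data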
PDI inh – inhibitors of human PDI, primary screen, biochemical, turbidity, single point, plate reader; AID 588391, 2011; 350,000 compounds, 0.052% hits; inhibition, % at 10 µM; PDI insulin aggregation turbidity, A650, 90 min; Protein disulfide-isomerase (Homo sapiens), P07237;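 active = mean inhibition across replicates of 30% or more, whatever share of single replicates reach that level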;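 also: absorbance from insulin aggregation driven by PDI reduction with DTT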
Target sequence (P07237 whole entry, looked up): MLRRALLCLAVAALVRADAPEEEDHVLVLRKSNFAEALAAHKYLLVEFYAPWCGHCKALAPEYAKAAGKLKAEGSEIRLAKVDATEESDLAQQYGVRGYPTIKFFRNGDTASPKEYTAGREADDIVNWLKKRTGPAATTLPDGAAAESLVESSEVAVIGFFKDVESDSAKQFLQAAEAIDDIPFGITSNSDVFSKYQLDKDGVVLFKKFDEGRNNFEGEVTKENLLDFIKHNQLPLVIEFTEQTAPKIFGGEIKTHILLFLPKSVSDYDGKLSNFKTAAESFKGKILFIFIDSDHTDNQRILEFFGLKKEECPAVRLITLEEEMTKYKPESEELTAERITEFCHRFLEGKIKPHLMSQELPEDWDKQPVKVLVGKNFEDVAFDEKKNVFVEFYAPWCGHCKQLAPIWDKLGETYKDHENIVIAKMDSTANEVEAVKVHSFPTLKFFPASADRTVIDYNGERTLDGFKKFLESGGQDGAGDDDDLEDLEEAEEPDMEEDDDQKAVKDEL
Cardio protect – cardioprotection against H2O2-induced cell death, primary screen, uHTS, H9c2 cells, ATPLite luminescence; 360,000 compounds, 0.63% hits; protection from H2O2 cell death, % at 20 µM; H9c2 cardiomyocytes, H2O2 injury protection, 2 h;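 active = compounds giving at least 50% protection of heart cells from peroxide-induced death in the single-dose screen, raw or plate-pattern-corrected value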;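 also: 0% = DMSO wells with peroxide and 100% = DMSO wells without peroxide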
ABCB6 inh MLPCN – ABCB6 transporter inhibitors, primary screen, K562-ABCB6 cells, flow cytometry, MLPCN library; K562-ABCB6 porphyrin accumulation, 1 h; hits give low values; fluorescence ratio to DMSO, % at 10 µM; 360,000 compounds, 0.19% hits;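 active = fluorescence ratio to DMSO below 75%, the collection mean minus 3 SD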;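 also: signal is porphyrin accumulated inside mitochondria; 100% equals median channel fluorescence of DMSO control wells; lower ratio means ABCB6 inhibition with less porphyrin fluorescence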
CaV13 ICDI inh – Primary screen for inhibitors of IQ motif and Ca2+-dependent inactivation inhibitor domain binding in CACNA1D, Förster resonance energy transfer in living cells, … | 340,000 compounds, 0.098% hits | HEK cells, CFP/YFP FRET ICDI-IQ, plate reader, 10 min; percent FRET-ratio fall versus neutral wells | inhibition, % at 12.3 µM;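 active = mean replicate inhibition of at least 30% and at least 1% of replicates passing that level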;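 also: 0% = median of the neutral control wells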
Glyco luc inh – increase of ERlucT glycosylation luciferase signal, primary screen, N-linked glycosylation inhibitor project, D54 ERlucT cells, luminescence, set 2. D54 ERlucT glycosylation luciferase reporter, 24 h; percent of 100 nM tunicamycin response. reporter increase, % at 12.5 µM. 360,000 compounds, 0.23% hits;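 active = mean luciferase reporter signal, scaled so untreated is 0 and the glycosylation-blocking control 100, at or above a set limit in every replicate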;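 also: luciferase carries N-glycosylation sites so blocking glycosylation raises the light; 0% = median of neutral control wells and 100% = median of 100 nM tunicamycin wells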
Numbers without * were called inactive; · = not tested or not shown.

SMILES	MC4R barr agon	MC4R antagonist	HTR2A ag	ABHD5 PLIN5 PPI	Exocytosis inh	PDI inh	Cardio protect	ABCB6 inh MLPCN	CaV13 ICDI inh	Glyco luc inh
CCCNC(=O)Cn1nc(C(F)(F)F)c2c1CCC2	-1.0	10	-3	-2	-7	2	-4	97	-4	2
Cc1cccc(C)c1NC(=O)c1cc(S(=O)(=O)N2CCOCC2)ccc1F	-0.5	-3	-3	-1	2	-2	1	95	-8	0
COc1ccc(OC)c(NC(=S)NCc2cccs2)c1	-2.9	5	-6	-7	0	5	12	101	-2	-3
N#Cc1ccc(OCC(=O)N2CCN(c3ccc(C(F)(F)F)cn3)CC2)cc1	-0.3	1	-4	-9	11	-3	-12	96	-7	0
S=c1[nH]cc(-c2ccccc2)n1-c1cccc(Cl)c1	-1.3	1	0	-4	8	19	-15	97	-3	-1
CCc1cc(-c2nnn(CCC3COCCO3)c2CC)ccc1-c1cn(Cc2ccccc2)nn1 (centres undefined)	2.6	2	4	21	19	-8	-20	94	-8	-3
COc1ccc(S(=O)(=O)N2CCOCC2)cc1NC(=O)CC1CCCC1	-0.6	-10	3	-7	0	13	-5	94	-6	1
COCc1c(C(=O)OCC(=O)NCCN2C(=O)CSC2=O)oc2ccccc12	0.3	2	0	-2	-1	2	4	80	-4	0
Cc1nc2ccc(-c3nc4ccccc4o3)cc2[nH]1	0.0	0	6	0	3	-4	-8	97	-4	-6
CSc1sc(C(=O)OC(C)C)c2c1C(=O)CC(C)(C)C2	3.2	9	0	0	4	2	-1	96	-18	-2
COC(=O)[C@H](C)NC(=O)Nc1ccccc1C(F)(F)F	-1.3	5	2	7	2	-3	2	104	-8	3
CN(Cc1ccc(F)cc1)C(=O)CN1CCN(S(=O)(=O)c2ccc3c(c2)OCCCO3)CC1	-1.6	11	0	2	13	6	-10	100	-6	1
CCCC(NC(=O)Cc1c(C)c2c(cc(C)c3c(C)coc32)oc1=O)C(=O)O (centres undefined)	-0.3	6	14	5	-5	2	2	113	-7	4
CC(O)[C@H]1CN=C(N)N1CC1CCCCC1 (some centres undefined)	0.4	6	-2	-6	3	-4	3	100	-4	2
COc1ccc(-n2nnnc2SCC(=O)c2ccc3c(c2)OCCO3)cc1	0.5	-4	-5	-3	-1	-5	-12	86	·	-1

Molecules above containing a CF3 group:
SMILES	MC4R barr agon	MC4R antagonist	HTR2A ag	ABHD5 PLIN5 PPI	Exocytosis inh	PDI inh	Cardio protect	ABCB6 inh MLPCN	CaV13 ICDI inh	Glyco luc inh
CCCNC(=O)Cn1nc(C(F)(F)F)c2c1CCC2	-1.0	10	-3	-2	-7	2	-4	97	-4	2
N#Cc1ccc(OCC(=O)N2CCN(c3ccc(C(F)(F)F)cn3)CC2)cc1	-0.3	1	-4	-9	11	-3	-12	96	-7	0
COC(=O)[C@H](C)NC(=O)Nc1ccccc1C(F)(F)F	-1.3	5	2	7	2	-3	2	104	-8	3

Further results:
SMILES	MC4R barr agon	MC4R antagonist	HTR2A ag	ABHD5 PLIN5 PPI	Exocytosis inh	PDI inh	Cardio protect	ABCB6 inh MLPCN	CaV13 ICDI inh	Glyco luc inh
COCCNC(=O)c1ccccc1NC(=O)c1cccc([N+](=O)[O-])c1C	-3.4	5	7	-3	-9	-1	1	103	1	2
COCCCN1C(=O)C(=O)/C(=C(/O)c2ccc(S(=O)(=O)N3CCCCC3)cc2)C1c1ccc(O)cc1 (centres undefined)	-1.8	17	2	8	-17	-3	-3	99	-4	3
CCc1ccccc1NC(=S)N1CCN(c2ccccn2)CC1	0.5	-8	14	-2	-2	5	3	93	14	0
CC1(C)Cc2c(cnn2-c2ccccc2)C(NC(=O)CCc2ccc(=O)[nH]n2)C1 (centres undefined)	-1.6	-1	3	7	3	-1	-3	99	-6	1
COc1ccc(Nc2ccc([N+](=O)[O-])cn2)cc1	-2.0	-3	0	-2	-9	-37	-5	98	-6	0
Cc1ccccc1OCc1nnc(SCC(=O)NC2CCCCC2)o1	-0.9	-1	-7	-2	6	2	-2	105	-3	-1
S=C(NC1CCCCC1)N(CCc1nc2ccccc2[nH]1)C1CCCC1	0.5	21	-11	3	0	4	3	97	-5	-2
NS(=O)(=O)c1ccc(NC(=S)NCc2ccccc2Cl)cc1	-2.1	11	-5	0	-2	3	2	103	-5	0
C/C(=C\C(=O)c1ccccc1)NCc1ccc(F)cc1	-0.9	3	2	-3	-1	0	-1	96	·	1
Cc1nc2ccc(NS(=O)(=O)c3ccc4c(c3)OCCO4)cc2s1	1.8	0	3	-2	-5	-9	-30	95	·	0
CC(C)S(=O)(=O)C1=NSC2=NC(=O)/C(=C\c3ccc(-c4cccc(C(=O)O)c4)o3)C(=N)N21	-0.5	-3	3	4	-1	-5	2	93	-23	-1
CCN(Cc1ccccc1)S(=O)(=O)c1ccc(OC)c2ncccc12	-0.5	13	1	-2	3	-2	-3	95	1	-1
N#Cc1ccc(NC(=S)NC(=O)C2CCCCC2)cc1	-1.2	1	-4	-7	-4	-5	-15	99	-3	1
CC(=O)Nc1ccc(S(=O)(=O)NC(C)C(=O)NCC(c2ccco2)N(C)C)cc1 (centres undefined)	-4.1	0	4	3	-1	-10	-4	103	-6	2
Cc1cc(C)n2nc(C(=O)OCC(=O)NNC(=O)c3ccc(Cl)cc3)nc2n1	-1.2	-2	2	4	7	-5	1	100	-5	4
CCCCNC(=O)Nc1nc2ccc(CC)cc2s1	0.6	4	-2	-21	-3	-6	-5	102	12	-1
Cc1ccc([C@H]2N[C@]3(CCCN(CC4CCCCC4)C3=O)[C@H]3C(=O)N(C)C(=O)[C@@H]23)cc1	-0.1	5	5	2	-4	12	2	106	-8	5
Cc1ccccc1CNC(=O)c1[nH]c(C(F)(F)F)nc1-c1ccccc1	·	·	1	-3	0	·	-8	96	-3	0
CCCCC(=O)N(C)c1c(C)nc2ccc(C(=O)N3CCN(C(=O)c4ccco4)CC3)cn12	-0.5	-3	2	6	-1	-3	4	97	-8	2
CCOCC(=O)Nc1ccc(C)c(Cl)c1	0.3	6	1	3	-1	-6	2	114	-3	0
CC(=O)Nc1ccc(S(=O)(=O)Nc2cccc(NC(=O)c3ccco3)c2)cc1	0.3	14	-1	3	-1	0	0	98	-2	0
CCS(=O)c1ccccc1C(=O)OCC(=O)N1CCC(c2ccccc2)=N1 (centres undefined)	-2.0	-2	4	10	-2	7	2	97	-2	1
COC(=O)c1cc(NC(=O)c2cc3ccccc3o2)cc(C(=O)OC)c1	0.4	0	10	-1	18	-8	89*	90	-6	0
CC(=O)C1C(=O)C=C(c2cccs2)CC1c1ccccc1 (centres undefined)	-1.4	-4	-1	-6	0	-3	3	90	-22	-1
CCOc1ccc(CNC(=O)CCCn2nc(CC)n3c(cc4occc43)c2=O)cc1	-3.3	1	1	4	1	9	1	105	-3	3
O=C(NCCCN1CCOCC1)c1ccc(-n2nc(C(F)(F)F)cc2-c2cccs2)cc1	-1.3	4	-3	-1	8	-2	7	98	-6	-10
C/C(=N\NC(=O)Cn1nc(C)c([N+](=O)[O-])c1C)c1ccco1	1.1	5	1	2	-2	-4	8	96	-2	3
CCCN(C(=O)CCSc1ccc(F)cc1)c1c(N)n(Cc2ccccc2)c(=O)[nH]c1=O	-2.1	11	2	-2	4	5	1	99	-7	-1
O=C(CSc1nnc(SCc2ccccc2)s1)N/N=C/c1ccc(C(=O)O)cc1	0.1	11	1	-2	-4	-7	-10	93	-3	1
COCc1cnc(C)nc1N	-0.7	6	0	3	-2	-3	1	96	-4	-2
CC(NS(=O)(=O)c1ccc(F)cc1)C(=O)NCc1ccncc1 (centres undefined)	-1.3	16	0	0	0	24	11	99	-8	2
NC(=O)CSCc1cccc(Br)c1	-2.2	2	0	-1	-3	-5	-2	101	-7	·
O=C(COc1coc(CN2CCc3ccccc3C2)cc1=O)N1CCOCC1	-3.4	5	-2	-8	4	-1	-1	94	-6	1
CN(CC(=O)NCc1ccc(F)cc1)CC(=O)Nc1ccc(Cl)c(C(F)(F)F)c1	9.0*	9	-14	12	10	-2	-18	77	-6	2
COc1ccc(CCN2CC(C#N)=C3c4cc(OC)c(OC)cc4CCN3C2)cc1OC	0.5	10	-11	11	10	·	-15	100	-6	-1
CCCCn1c(CCC)nc([N+](=O)[O-])c1Sc1ccc(Cl)cn1	-0.8	2	3	-3	2	-4	-2	94	-9	-1
COc1ccc(OC)c(NC(=O)C(=O)NNC(=O)COc2ccc(Br)cc2C)c1	-4.4	-1	-3	-7	2	-4	-13	103	-7	0
COc1ccc(Cl)cc1C(Nc1cccnc1)c1ccc2cccnc2c1O (centres undefined)	-4.1	-9	-6	23*	1	13	45	97	4	6
O=C(CC1CC2CCC1C2)Nc1nc(-c2ccccn2)cs1 (centres undefined)	-1.5	12	-2	-8	1	-6	53*	105	-2	0
Cc1cc(N2C(=O)C(O)=C(C(=O)c3cccs3)C2c2ccc(F)cc2)no1 (centres undefined)	1.7	18	1	-15	2	6	4	105	-5	-4
CC(=O)N1CC=CC1(CC(C)C)C(=O)NCc1cc(F)cc(C(F)(F)F)c1 (centres undefined)	1.6	16	0	1	-1	0	-1	88	-6	1
CC(OC(=O)c1cnccn1)C(=O)c1ccccc1 (centres undefined)	-1.4	2	4	11	-3	-5	7	101	-2	1
COc1ccc(C(=O)NC(=S)Nc2nc(C)c(C(=O)N(C)C)s2)cc1	0.9	3	6	4	-1	0	-2	101	-5	0
COc1ccc(C2NC(=O)CCC2[N+](=O)[O-])cc1OC (centres undefined)	-1.4	21	-7	5	2	3	2	110	-2	0
Cc1ccc(N=C(NOCc2ccc(Cl)cc2Cl)c2nonc2N)c(C)c1	-2.7	11	3	-21	6	0	-10	97	-8	-9
S=C1SCN(Cc2ccco2)CN1Cc1ccco1	-1.4	11	-4	8	-14	-5	-3	111	-5	-3
Cc1c(NC(=O)COC(=O)c2ccc(Cl)nc2)c(=O)n(-c2ccccc2)n1C	-2.4	-2	2	-7	10	-7	6	91	-5	0
Cn1c2ccccc2c2nnc(SCC(=O)NC3CCCC3)nc21	-1.3	25	-2	2	-7	0	-2	97	-3	2
c1ccc(-c2ccnc3nc(-n4cccc4)nn23)cc1	-0.1	4	-6	3	-2	-5	9	101	-3	1

Screens as filed in PubChem.
